Compound activity from PubChem BioAssay.
Rin1 Abl inh – human Rin1-Abl interaction inhibition; P00519+Q13671; TR-FRET Rin1/Abl binding, biochemical; inhibition, % at 7.35 µM; 360,000 compounds, 0.4% hits; AID 588664; in the data active = inhibition above about 5%, passing the limit was not always enough
MsrA act – activates bovine MsrA enzyme; purified bovine MsrA, absorbance read-out; activation, % at 10.6 µM; 360,000 compounds, 0.3% hits; in the data active = activation above about 7.5%;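 note: 0% = vehicle and 100% = reference activator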
E coli Lon inh – inhibitors of E. coli Lon protease; P0A9M0; purified E. coli Lon protease, fluorescence polarization; inhibition, % at 7.94 µM; 360,000 compounds, 0.42% hits; AID 602123; in the data active = inhibition above about 13%, passing the limit was not always enough;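 note: 0% = enzyme with probe and DMSO and 100% = no enzyme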
Target sequence (P0A9M0 whole entry, looked up): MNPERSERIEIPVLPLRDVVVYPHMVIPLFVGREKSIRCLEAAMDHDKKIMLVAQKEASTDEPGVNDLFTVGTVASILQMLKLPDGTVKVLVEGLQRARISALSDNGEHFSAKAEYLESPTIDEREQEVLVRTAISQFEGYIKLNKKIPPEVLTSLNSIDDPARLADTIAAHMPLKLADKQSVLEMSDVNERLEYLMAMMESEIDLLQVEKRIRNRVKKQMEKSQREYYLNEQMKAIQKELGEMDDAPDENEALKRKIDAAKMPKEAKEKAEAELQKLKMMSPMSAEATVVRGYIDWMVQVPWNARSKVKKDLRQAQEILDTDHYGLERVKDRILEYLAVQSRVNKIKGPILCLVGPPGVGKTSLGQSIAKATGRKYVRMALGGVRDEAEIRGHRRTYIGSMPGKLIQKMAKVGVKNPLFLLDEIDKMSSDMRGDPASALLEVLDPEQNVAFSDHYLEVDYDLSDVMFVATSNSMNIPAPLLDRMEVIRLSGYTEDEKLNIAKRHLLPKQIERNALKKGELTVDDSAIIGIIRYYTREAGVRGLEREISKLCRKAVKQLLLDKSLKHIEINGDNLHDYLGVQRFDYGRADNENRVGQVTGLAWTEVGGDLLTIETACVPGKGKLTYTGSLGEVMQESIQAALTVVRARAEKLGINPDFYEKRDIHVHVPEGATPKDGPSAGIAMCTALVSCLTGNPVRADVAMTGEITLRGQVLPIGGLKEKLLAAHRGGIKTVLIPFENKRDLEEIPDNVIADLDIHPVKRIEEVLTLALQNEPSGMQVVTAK
Neddyl block – inhibitors of human cullin neddylation | P61081+Q13564 | TR-FRET cullin neddylation, biochemical | calls only at 25 µM | 360,000 compounds, 0.58% hits; in the data active = inhibition above about 36%
Tb MetRS inh – blocks T. brucei methionyl-tRNA synthetase activity | inhibition, % at 11.9 µM | purified T. brucei MetRS, ATP depletion, Kinase-Glo luminescence | 360,000 compounds, 0.4% hits;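 active = inhibition above a per-plate cutoff of the control wells' mean inhibition plus 3 SD, cut at about 5.5% in these data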;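 note: 0% = DMSO wells median and 100% = median of wells with control inhibitor compound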
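Material: T. brucei methionyl-tRNA synthetase, purified; reagent: substrates ATP, L-methionine and bulk Escherichia coli tRNA; dosing: 11.9 µM single point; timing: 15 min plus 2 h at 25 °C; detection: luminescence of leftover ATP; evaluation: % inhibition; control set: DMSO-only wells as low control; replicates: singlicate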
CSN deneddyl inh – inhibitors of human CSN-mediated cullin deneddylation. inhibition, % at 12.5 µM. Purified CSN, SCF-Nedd8-OG deneddylation, fluorescence polarization. AID 651999. Q92905. 360,000 compounds, 0.38% hits;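 active = pattern-corrected inhibition above about 35%, with an unprinted fluorescence ratio check between 0.5 and 1.5, limit read from the data, passing the limit was not always enough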;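 note: 0% = enzyme with substrate and 100% = substrate without enzyme; some results filed as inactive read as strong as hits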
Target sequence (Q92905 whole entry, looked up, one chain of several): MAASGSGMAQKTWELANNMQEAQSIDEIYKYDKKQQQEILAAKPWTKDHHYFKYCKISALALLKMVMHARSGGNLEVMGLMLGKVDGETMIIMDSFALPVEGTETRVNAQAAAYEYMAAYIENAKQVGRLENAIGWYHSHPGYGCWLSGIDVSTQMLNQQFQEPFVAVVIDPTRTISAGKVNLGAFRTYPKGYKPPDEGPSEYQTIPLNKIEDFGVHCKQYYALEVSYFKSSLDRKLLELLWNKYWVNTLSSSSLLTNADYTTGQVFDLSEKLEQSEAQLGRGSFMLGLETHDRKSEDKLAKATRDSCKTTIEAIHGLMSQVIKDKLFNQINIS
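assay system = purified human Csn5 enzyme expressed in HEK293T cells | amount = 0.24 nM enzyme | buffer or medium = Tris/NaCl/DTT buffer, pH 7.5 | reagent = 10 nM SCFSkp2-Nedd8OG | compound = one concentration, 12.5 µM, 0.25% DMSO | times = 90 min reaction at room temperature | signal = FP | read-out basis = % inhibition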
MLLE-PAM2 inh – inhibitors of microRNA-mediated deadenylation, human PABP1 MLLE binding. 360,000 compounds, 0.36% hits. AID 588489. inhibition, % at 20 µM. GST-MLLE / FITC-PAM2 fluorescence polarization; in the data active = inhibition above about 35%, passing the limit was not always enough;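 note: plate controls were DMSO wells with GST-MLLE for no effect and wells lacking GST-MLLE protein for full effect; some results filed as inactive read as strong as hits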
MsrA inh – inhibitors of bovine MsrA; purified bovine MsrA, absorbance read-out; inhibition, % at 15.5 µM; 360,000 compounds, 0.75% hits; in the data active = inhibition above about 4.5%;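 note: 0% = vehicle wells with enzyme and 100% = reference inhibitor wells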
FAS TE block – FAS thioesterase (human) inhibition; P49327; recombinant FAS-TE, OMFH fluorogenic substrate, fluorescence endpoint; inhibition, % at 15 µM; 360,000 compounds, 0.67% hits;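 active = compounds whose normalised, plate-corrected inhibition of enzyme fluorescence in the single-dose primary screen is 50% or more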;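 note: 0% = DMSO with enzyme and 100% = substrate without enzyme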
An asterisk follows results filed as active; i = inactive; . = no result given; + = active, no number.

SMILES	Rin1 Abl inh	MsrA act	E coli Lon inh	Neddyl block	Tb MetRS inh	CSN deneddyl inh	MLLE-PAM2 inh	MsrA inh	FAS TE block
CCN(C(=O)C1CCN(c2nc(-c3ccc(OC)cc3)no2)CC1)c1ccccc1	-4	-1	4	i	-0.3	-6	2	1.2	12
CCOC(=O)C1(Cc2ccccc2)CCN(Cc2ccc(C3CCCCO3)s2)CC1 (stereo not drawn)	2	0	2	i	-0.1	-2	-8	-1.6	13
O=C(O)C1CCCN1S(=O)(=O)c1ccccc1 (stereo not drawn)	-1	-3	-5	i	-1.1	-7	16	-0.9	-5
Fc1ccc(-c2nnc3n2CCCCC3)cc1	8	-8	-8	i	-1.1	-5	-12	0.4	-7
O=C1CCC/C(=N/NC(=O)C2CCN(S(=O)(=O)c3cccs3)CC2)C1	-3	-1	-2	i	-0.2	-2	-2	-0.5	-4
CCc1cc2cc(C(=O)Nc3ccc(F)cc3)sc2s1	-10	-2	5	i	-0.9	9	-3	0.0	-2
O=C(COC(=O)c1cccc(S(=O)(=O)N2CCN(c3ccc(F)cc3)CC2)c1)NCC1CCCO1 (stereo not drawn)	-1	-5	-1	i	-0.3	0	25	0.6	-3
Cc1nn(-c2ccccc2)c(N)c1C1(O)C(=O)Nc2ccccc21 (stereo not drawn)	-3	-2	-3	i	2.2	-5	-5	-1.2	-2
COC(=O)C1=C(C)Nc2nnnn2C1c1cc(OC)ccc1OC (stereo not drawn)	-4	-2	-6	i	-0.1	-2	-3	0.4	-6
COc1cccc(/C=N/NC(=O)C(C)Sc2ccccc2)c1 (stereo not drawn)	1	-2	8	i	-0.4	4	0	1.4	-8
O=C1c2ccccc2NC(c2ccc(-c3cccs3)o2)N1O (stereo not drawn)	-2	-2	-13	.	-0.2	2	15	1.4	-2
CNC(=O)CSc1nc(-c2ccccc2)c(-c2ccccc2)o1	-1	-3	8	i	0.2	0	-12	0.8	-2

Entries of single compounds, quoted from the list.
Listed for CCOC(=O)C1(Cc2ccccc2)CCN(Cc2ccc(C3CCCCO3)s2)CC1 (stereo not drawn) : Rin1 Abl inh: 2; MsrA act: 0; E coli Lon inh: 2; Neddyl block: i; Tb MetRS inh: -0.1; CSN deneddyl inh: -2; MLLE-PAM2 inh: -8; MsrA inh: -1.6; FAS TE block: 13
Listed for CNC(=O)CSc1nc(-c2ccccc2)c(-c2ccccc2)o1 : Rin1 Abl inh: -1; MsrA act: -3; E coli Lon inh: 8; Neddyl block: i; Tb MetRS inh: 0.2; CSN deneddyl inh: 0; MLLE-PAM2 inh: -12; MsrA inh: 0.8; FAS TE block: -2

Returning to the listing, repeating the three entries before the break.
SMILES	Rin1 Abl inh	MsrA act	E coli Lon inh	Neddyl block	Tb MetRS inh	CSN deneddyl inh	MLLE-PAM2 inh	MsrA inh	FAS TE block
COc1cccc(/C=N/NC(=O)C(C)Sc2ccccc2)c1 (stereo not drawn)	1	-2	8	i	-0.4	4	0	1.4	-8
O=C1c2ccccc2NC(c2ccc(-c3cccs3)o2)N1O (stereo not drawn)	-2	-2	-13	.	-0.2	2	15	1.4	-2
CNC(=O)CSc1nc(-c2ccccc2)c(-c2ccccc2)o1	-1	-3	8	i	0.2	0	-12	0.8	-2
N/C(Cc1ccc(Cl)cc1)=N\OC(=O)Cc1ccc([N+](=O)[O-])cc1	1	2	2	i	0.3	-1	-4	0.1	13
O=C(O)CCNS(=O)(=O)c1ccccc1	-4	-3	6	i	-0.9	0	6	-0.2	-5
CCCOP(=O)(c1ccc(N(C)C)cc1)C(O)c1cccnc1 (stereo not drawn)	0	0	-9	i	-0.3	-1	0	-0.3	-11
COc1ccc2c(-c3cnc(N4CCOCC4)nc3)c(-c3ccc(S(C)(=O)=O)cc3)sc2c1	1	-2	6	i	-0.2	0	-2	1.4	48
Cc1cc(C)n(-c2ccc(C(=O)NCc3ccc(F)cc3)cc2)n1	-3	-3	6	i	0.5	-2	6	-0.1	1
Cc1nn(-c2ccccc2)c(C)c1NC(=O)COC(=O)c1ccccc1	0	-2	2	i	-0.3	-2	-18	-1.1	-6
COc1cccc(/C=N/NC(=O)c2cc3c(OC)c(OC)ccc3[nH]2)c1OC	-3	-6	-1	i	-0.2	-3	0	6.3*	10
Cc1nnc(NC2(C(F)(F)F)C(=O)Nc3c2c(=O)n(C)c(=O)n3C)s1 (stereo not drawn)	-2	-8	1	i	-1.6	0	-10	1.0	-7
CC(=O)C1=C(O)C(=O)N(CCCn2ccnc2)C1c1ccc(C)cc1 (stereo not drawn)	3	-3	-1	i	-0.1	-3	-10	3.5	-4
O=C(COC(=O)CCC(=O)c1cccs1)NC1CCCCC1	-2	-2	-6	i	-0.3	-6	-1	0.6	-3
CCOc1ccc(CC(=O)Nc2ccc(-c3ccc4nnc(C)n4n3)cc2)cc1	-15	0	-3	i	0.4	10	13	2.5	-6
CC(=O)Nc1c(C)ccc2nsnc12	1	-5	1	i	0.1	-4	-1	0.1	-6
CC(C)(C)c1ccc(/C=N/NC(=O)c2ccccn2)cc1	-6	-3	3	i	-0.9	6	6	1.6	8
CCCOc1ccc(C(=O)Nc2ccc(S(=O)(=O)NC3=NCCCCC3)cc2)cc1	0	-4	0	i	-0.4	1	-7	-0.1	-3
CCc1ccccc1NC(=O)CN1CCN(CC(=O)Nc2ccc(-c3ccccc3)cc2)CC1	2	-2	-6	i	0.0	-3	-1	0.3	0
NC(N)=Nc1nc2ccc(Br)cc2c(=O)[nH]1	1	-1	11	i	-0.5	-5	4	-0.3	-13
COC(Cc1nnc(SC)n1-c1ccc(Cl)cc1)OC	1	-2	-7	i	-0.3	-5	-8	0.1	-9
COc1ccc(-c2noc(CCC(=O)Nc3ccc4c(c3)OCCO4)n2)cc1	-1	-2	-3	i	-0.8	0	-7	0.4	11
CCCn1c(C(C)C)n[nH]c1=S	-1	-2	-8	i	-0.6	-1	25	0.2	-4
Cc1cccc(CS(=O)(=O)Cc2ccc(C(=O)NCc3ccco3)o2)c1	0	1	-10	i	0.1	-3	6	-0.9	-6
Cc1ccc(OC(=O)CCS(=O)(=O)c2ccc(C)cc2)cc1	-3	-8	1	i	0.0	-2	11	0.3	3
COc1ccc(OC)c(NC(=O)c2sc3nc(C)cc(C)c3c2N)c1	0	-4	-2	.	-0.5	-6	10	0.7	0
S=C(NCc1ccccc1)Nc1cccc2ccccc12	-3	-12	-7	i	-0.6	6	8	0.0	3
CC(=O)[C@@]1(O)Cc2c(O)c3c(c(O)c2[C@H](O[C@H]2C[C@H](N)[C@H](O)[C@H](C)O2)C1)C(=O)c1ccccc1C3=O	-14	1	+	i	-0.2	-76	i	4.6*	-156
Cc1cc(C)c2c(=O)[nH]c(SCC(=O)c3ccc(C)c(C)c3)nc2n1	0	-4	-2	i	-0.4	-2	-40	0.7	4
CC(C)CC(=O)CN1C(=O)C2(OCCO2)c2ccccc21	3	-1	-1	i	0.2	-2	2	0.8	-4
COC(=O)CNC(=O)C1CCCN1C(=O)CNC(=O)OC(C)(C)C (stereo not drawn)	-1	-2	-2	i	-1.2	0	8	0.3	-4
CCC(=O)Nc1nc2ccccc2n1Cc1ccccc1	2	-2	0	i	-0.1	4	-5	-1.0	-7
CCc1ccc(CCC(=O)Nc2sc3c(c2C#N)CCCC3)o1	-1	0	-1	i	-0.2	2	1	1.6	13
O=C(CN1CCN(Cc2ccc3c(c2)OCO3)CC1)NCC(F)(F)F	0	-1	-2	i	0.4	1	1	-0.4	-2
O=C(c1ccc(CS(=O)Cc2ccc(Cl)cc2)o1)N1CCN(c2ccccn2)CC1 (stereo not drawn)	-5	-1	-12	i	0.6	-3	-8	-0.1	0
Cc1ccnn1CCC(=O)N1CCCC(Nc2ccc(C(C)C)cc2)C1 (stereo not drawn)	-4	-1	-3	i	0.1	0	-10	0.4	-6
COCCOc1ccc(C(F)(F)F)cc1NC(=O)CN1C(=O)NC(C)(c2ccc3c(c2)OCO3)C1=O (stereo not drawn)	1	-3	8	i	0.2	6	14	0.1	30
CCCSc1nc2cc(S(=O)(=O)N3CCOCC3)ccc2n1CC	1	-7	4	i	-0.1	-3	-13	-1.3	4
COc1cc(NC(=O)COC(=O)c2ccc(S(=O)(=O)N3CC(C)CC(C)C3)cc2)c(C)cc1[N+](=O)[O-] (stereo not drawn)	-3	-6	9	i	-0.4	2	20	.	22
COc1ccc(N2CSC3=C(C#N)C(c4cccs4)CC(=O)N3C2)cc1 (stereo not drawn)	2	-3	2	i	-0.7	0	-41	0.4	-12
Cc1nn(CC2CC2)c(=O)n1-c1cccc(Cl)c1	4	0	-11	i	0.1	5	3	0.0	-6
COc1ccc2[nH]c(=O)c(CN(C)C(=O)c3cccs3)cc2c1	-2	-5	-3	i	-0.3	-2	11	1.3	-4
COc1ccc(N2CCN(C(=O)COc3ccc4c(C)cc(=O)oc4c3C)CC2)cc1	2	-2	8	i	-0.1	6	-9	1.1	-10
O=C(CN1C(=O)CSc2ncccc21)N1CCOCC1	2	-1	0	i	-0.1	-10	-7	-0.7	-6
Cc1cc(NC(=O)CN2C(=O)NC(Cc3ccccc3)C2=O)no1 (stereo not drawn)	0	-5	6	i	-0.7	0	-14	0.0	-4
COc1ccc(C2C3=C(CC(C)(C)CC3=O)N(C)C3=C2C(=O)CC(C)(C)C3)cc1OC	-5	-3	12	i	0.2	-2	15	0.2	-2
Cc1nc(-c2ccccc2)sc1C1(C)CC(c2cccc(F)c2)=NO1 (stereo not drawn)	2	-2	-5	i	0.7	-4	7	0.4	22
O=C(CSc1nc2ccccc2[nH]1)Nc1ccc2c(c1)OCCO2	2	-2	-4	i	1.6	5	-38	-0.1	-6
COc1ccccc1CNC(=O)COC(=O)Cc1ccc(F)cc1	3	-9	4	i	-0.4	1	6	-1.4	-1
Cc1cc(C)nc(NNC(=O)NC2CCCCC2)n1	-1	-3	-8	i	-0.2	-7	8	-1.0	4
CC1CN(C(=S)SCCN2Cc3ccccc3C2=O)CC(C)O1 (stereo not drawn)	-3	1	-12	i	0.4	-1	3	-0.2	-3
O=c1[nH]cnc2c1N1CCC2CC1	1	-2	-5	i	-1.2	3	7	-0.1	-3
CN(C)c1ccccc1-c1cc(NC=O)c2ncc(-c3cccc(C(F)(F)F)c3)n2c1	-26	1	+	i	0.3	-75	i	0.9	-160
CC(C)Cc1nnc(NC(=O)CCC(=O)NC2CCCCCC2)s1	-5	-2	-2	i	0.1	1	7	-0.3	-5
CCOC(=O)C[C@H]1c2cc(F)ccc2S(=O)(=O)N1c1cccc(OC)c1	4	0	9	i	-0.2	-5	2	0.6	-4
CCOC(=O)c1sc(NC(=S)NC(=O)c2cccc(OC)c2)nc1C	2	-6	3	i	-0.6	-2	20	0.3	3
CCOC(=O)Cn1c(C)nc2c(C(=O)OCC)sc(C)c2c1=O	0	-14	-2	i	-2.0	2	-4	2.7	-9
Cc1cc(CNC[C@H]2O[C@@H](n3ccc(=O)[nH]c3=O)[C@H](O)[C@@H]2O)no1	5	-4	-17	i	-0.1	-1	-7	0.1	-6
C#CCOCC1CN(c2ccccc2)C(=O)O1 (stereo not drawn)	-3	-5	-8	i	0.5	2	2	0.5	-4
CC(=O)c1cc(-c2ccccc2)n(CC(=O)N2CCN(C3CCCC3)CC2)c1C	-1	-2	28	i	-1.9	-4	14	0.2	-6
O=S(=O)(Nc1cccc(S(=O)(=O)N2CCCCCC2)c1)c1ccc(F)cc1F	2	-3	-4	i	0.2	-3	-18	0.2	0
CCN(Cc1ccccc1)C(=O)COc1cc(=O)n(CC)c2ccccc12	6	-2	-2	i	-0.5	4	-18	-0.2	3
